Bioassay records from PubChem BioAssay.
SRC1 inh: human NCOA1 inhibition; HEK293 GAL4-SRC1 luciferase reporter, luminescence; inhibition, % at 3.6 µM; 360,000 tested, 0.12% active; AID 588354;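 active = inhibition above the campaign mean plus 3 SD, with each screening campaign given its own cutoff, cut at about 60% in these data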;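 also: 0% = DMSO treated cells and 100% = gossypol at 36 µM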
EBV LMP1 NFkB: Epstein-Barr LMP1 NF-kappaB reporter inhibition; LMP1-induced NF-kappaB luciferase reporter cells, luminescence; inhibition, % at 12.5 µM; 350,000 tested, 0.69% active; AID 504558; in the data active = inhibition above about 41%;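 also: 0% = neutral control wells and 100% = reference inhibitor control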
C8 TRAIL sens: caspase-8 TRAIL sensitization | NB7+C8 cells + TRAIL, ATPlite viability luminescence | inhibition (viability loss, TRAIL sensitization), % at 10 µM | 360,000 tested, 1% active;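 active = compounds causing at least 50% loss of cell viability in the single-dose screen, relative to plate controls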
COUP-TFII inh: NR2F2 (human) inhibition, primary screen. 370,000 tested, 0.7% active. P24468. AID 686940. inhibition, % at 8.6 µM. HEK293T NGFI-A luciferase reporter, luminescence;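 active = inhibition above a per-plate cutoff, mean inhibition of test wells between control levels plus 3 SD, cut at about 38% in these data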;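 also: cells cotransfected with COUP-TFII expression vector driving the NGFI-A reporter; 0% = median of COUP-TF2 test wells and 100% = reporter-only cells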
SRC2 inh: inhibits human steroid receptor coactivator 2. HEK293 GAL4-SRC2 luciferase reporter, luminescence. inhibition, % at 9 µM. Q15596. 370,000 tested, 0.17% active. AID 651957;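 active = inhibition above the mean inhibition of all tested compounds plus 3 SD, set per campaign, cut at about 52% in these data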;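 also: 0% = DMSO treated cells and 100% = cells given Gossypol at 36 µM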
TROY signal inh: inhibitors of TROY-dependent NF-kB signaling; Q293 LMP1-TROYcd NF-kB luciferase reporter, 4 h; inhibition, % at 10 µM; 360,000 tested, 0.98% active;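 active = compounds whose plate-normalised and pattern-corrected inhibition of the luciferase reporter signal at the single screening dose is 50% or more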
NR5A2 inv ag: inverse agonists of human LRH-1 (NR5A2) | O00482 | HEK293T StAR-luciferase reporter, LRH-1 transfected, 24 h | inhibition, % at 3.6 µM | 360,000 tested, 0.13% active;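 active = inhibition above the mean inhibition of all tested compounds plus 3 SD, cut at about 73% in these data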;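 also: 0% = DMSO wells and 100% = reporter-only cells lacking LRH-1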
NOD2-RIPK2 inh: inhibitors of human NOD2-RIPK2 interaction | 360,000 tested, 0.38% active | CHO BLA complementation NOD2-RIPK2, CCF4 ratio | inhibition, % at 4.98 µM | O43353 | AID 624267; in the data active = inhibition above about 21%;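 also: 0% = vehicle only and 100% = reference blocker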
TLR9-MyD88 block: TLR9-MyD88 interaction inhibition | Q9NR96+Q99836 | CHO BLA complementation TLR9-MyD88, CCF4 FRET ratio | inhibition, % at 4.98 µM | 340,000 tested, 0.21% active | AID 504734;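 active = inhibition above the mean over all tested compounds plus 3 SD, cut at about 21% in these data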;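 also: 0% = DMSO only wells and 100% = clavulanate BLA inhibitor control wells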
SRC3 inh: human NCOA3 inhibition; Q9Y6Q9; HEK293 GAL4-SRC3 luciferase reporter, luminescence; inhibition, % at 3.6 µM; 360,000 tested, 0.17% active;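 active = inhibition above a per-campaign cutoff, the mean of all compounds plus 3 SD, cut at about 60% in these data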;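 also: 0% = DMSO-treated cells and 100% = gossypol-treated cells at 36 µM; higher means less SRC3-driven luciferase light from the GAL4 reporter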
Target sequence (Q9Y6Q9 whole entry, looked up, the tested form may be a part): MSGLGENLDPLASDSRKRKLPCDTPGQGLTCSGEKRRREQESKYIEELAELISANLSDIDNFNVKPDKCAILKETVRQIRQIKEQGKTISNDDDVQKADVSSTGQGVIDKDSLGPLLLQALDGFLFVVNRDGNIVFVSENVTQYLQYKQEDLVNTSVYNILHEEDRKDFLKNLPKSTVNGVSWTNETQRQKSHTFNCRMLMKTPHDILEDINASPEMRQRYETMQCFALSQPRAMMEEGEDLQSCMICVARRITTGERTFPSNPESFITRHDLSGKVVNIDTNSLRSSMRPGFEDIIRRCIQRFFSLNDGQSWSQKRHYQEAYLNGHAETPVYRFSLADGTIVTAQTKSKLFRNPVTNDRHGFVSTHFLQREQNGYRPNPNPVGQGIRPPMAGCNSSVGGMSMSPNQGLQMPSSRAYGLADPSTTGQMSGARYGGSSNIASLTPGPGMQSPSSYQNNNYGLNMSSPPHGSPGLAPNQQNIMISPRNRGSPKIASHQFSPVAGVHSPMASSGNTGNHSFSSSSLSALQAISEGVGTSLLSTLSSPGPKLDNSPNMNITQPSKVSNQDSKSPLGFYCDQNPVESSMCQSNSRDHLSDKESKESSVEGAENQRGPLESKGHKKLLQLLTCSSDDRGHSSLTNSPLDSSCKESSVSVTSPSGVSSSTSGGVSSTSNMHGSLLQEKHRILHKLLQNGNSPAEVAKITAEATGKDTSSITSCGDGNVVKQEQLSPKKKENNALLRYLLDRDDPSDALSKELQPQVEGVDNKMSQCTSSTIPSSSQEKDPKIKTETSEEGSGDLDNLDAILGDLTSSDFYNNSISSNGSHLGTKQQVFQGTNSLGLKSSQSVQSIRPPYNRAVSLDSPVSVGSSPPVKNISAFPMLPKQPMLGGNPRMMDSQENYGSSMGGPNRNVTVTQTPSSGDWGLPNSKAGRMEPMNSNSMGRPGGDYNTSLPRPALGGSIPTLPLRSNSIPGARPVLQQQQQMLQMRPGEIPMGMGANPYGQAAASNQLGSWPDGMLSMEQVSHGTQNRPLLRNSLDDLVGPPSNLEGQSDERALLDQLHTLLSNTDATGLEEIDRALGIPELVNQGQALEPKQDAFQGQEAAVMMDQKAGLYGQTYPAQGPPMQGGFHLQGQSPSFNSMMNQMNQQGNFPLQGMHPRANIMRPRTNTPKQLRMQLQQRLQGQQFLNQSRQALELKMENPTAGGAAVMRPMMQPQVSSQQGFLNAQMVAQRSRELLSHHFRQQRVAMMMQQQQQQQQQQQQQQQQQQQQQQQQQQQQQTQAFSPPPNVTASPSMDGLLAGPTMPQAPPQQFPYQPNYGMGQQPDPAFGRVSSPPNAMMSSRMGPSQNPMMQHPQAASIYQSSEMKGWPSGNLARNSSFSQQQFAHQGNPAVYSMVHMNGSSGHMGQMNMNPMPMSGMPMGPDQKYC
Vif inh: blocks HIV Vif function | AID 602346 | HEK293T cells, Vif self-association by quenched fluorescence, imaging, 24 h | inhibition, % at 7.49 µM | 340,000 tested, 0.35% active; in the data active = inhibition above about 50%, passing the limit was not always enough; also: some results filed as inactive read as strong as hits
* hit, by the source's call; / = not tested or not shown. An excerpt; the hit share may differ from the screen's.

structure	SRC1 inh	EBV LMP1 NFkB	C8 TRAIL sens	COUP-TFII inh	SRC2 inh	TROY signal inh	NR5A2 inv ag	NOD2-RIPK2 inh	TLR9-MyD88 block	SRC3 inh	Vif inh
Cc1cc(C)nc(SCC(=O)Nc2nccs2)n1	-8	-5	0	-20	-30	0	0	-13	-1	-6	-2
COCCn1c(=O)[nH]c2cc(C(=O)N3CCN(c4ccccc4OC)CC3)ccc2c1=O	-34	1	0	-3	9	6	-4	-7	6	7	9
CCOc1ccc(CCNC(=O)c2cccc(C#N)c2)cc1OCC	4	3	1	-5	1	-5	-2	-5	-5	25	-4
O=C(N/N=C/c1c[nH]c2ccccc12)C1CC(=O)N(c2ccccc2)C1 (stereo unspecified)	-10	2	5	-11	-6	9	4	3	-3	9	/
CCN(CC)S(=O)(=O)c1cccc(C(=O)Nc2sc3c(c2C(N)=O)CCCC3)c1	9	-1	-6	-21	2	21	0	-4	6	8	-10
O=[N+]([O-])c1ccc(Nc2ccccc2)c2nonc12	-1	8	-6	10	-16	11	3	-10	2	12	-21
Cc1nn(C)c(C)c1NC(=O)COc1ccc(Cl)cc1Br	4	20	15	51*	13	2	25	-1	-2	23	-22
O=C(Nc1ccc(F)c(Cl)c1)C1CCN(c2ncnc3c2nc2n3CCCCC2)CC1	-2	9	14	2	-14	22	24	-2	2	-18	-7
O=C(O)C1CCc2nc(NCc3ccccc3)nc(NCc3ccccc3)c2C1 (stereo unspecified)	-18	-4	-2	2	12	-5	15	-10	-10	-2	6
CC(C)=CC(=O)Nc1ccc2c(c1)OCO2	-96	14	32	-50	-39	7	-112	-9	7	-92	/
COc1cc(C(=O)OCC(=O)Nc2cc(-c3cc(C)c(C)cc3C)nn2-c2ccccc2)cc(OC)c1OC	-25	-19	5	-21	-18	14	-6	-7	2	7	-1
O=C(CN(Cc1ccccc1)S(=O)(=O)c1ccc(F)cc1)NCc1ccccn1	-3	8	2	15	6	-7	1	0	1	-5	-4
Cc1ccsc1C(=O)N[C@@H](C)c1nnc2ccccn12	4	1	8	22	13	10	3	6	10	10	27
CC(/C=N/NC(=O)c1cc(-c2cccs2)[nH]n1)=C\c1ccccc1	-18	12	25	1	-21	2	-2	-11	-1	-3	-2
CCn1c(SCC(=O)NC2CC2)nnc1-c1cccs1	2	-12	11	-6	-1	20	-5	4	-6	11	1
CC(Oc1ccc(C#N)cc1)C(=O)NC1CCCC1 (stereo unspecified)	3	3	-2	12	-11	-2	6	-6	-2	9	6
COc1ccc2[nH]c(=O)c(C(=O)O)cc2c1	13	-4	-5	-19	8	-19	-13	-9	4	20	-7
COc1ccc([N+](=O)[O-])cc1NC(=O)c1ccc(N(Cc2ccccc2C)S(C)(=O)=O)cc1	-2	-3	-5	6	5	13	-11	-8	-10	14	1
COc1cc(C(c2nnnn2C2CCCC2)N2CCN(C)CC2)cc(OC)c1OC (stereo unspecified)	-8	-10	1	-6	3	25	0	-4	-2	-14	/
CCCn1c(N2CCN(C(=O)Nc3ccccc3)CC2)nc2ccccc21	-1	6	-4	-9	13	-37	-15	-3	2	8	1
COc1cc(OC)cc(C(=O)NNC(=S)Nc2ccccc2OC)c1	0	-6	2	-2	-17	4	2	-9	-4	18	3
Cc1ccc(C)c(NC(=S)NC(NC(=O)/C=C/c2ccccc2)C(Cl)(Cl)Cl)c1 (stereo unspecified)	9	13	34	-8	-13	30	-4	4	0	19	-30
CC(=O)c1ccc(-n2nnnc2SCC(=O)NC2CCCCC2)cc1	-29	1	-14	16	2	-24	-7	-7	-1	-8	7
Cc1cc(C)n(-c2ccc(C(=O)Nc3ccc(S(=O)(=O)NCc4ccco4)cc3)cc2)n1	33	13	31	75*	12	38	25	0	-6	12	-26
COc1ccc(Cl)cc1C(=O)Nc1nnn(C)n1	4	5	-5	5	-10	5	22	-6	-6	18	10
COc1cc(-c2c(C(=O)c3ccccc3)[nH]c(N)c2C(N)=O)ccc1F	/	/	-5	19	15	7	-17	-5	/	/	/
CCOC(=O)C1(C)CCCN1C(=O)c1ccc(OC)c(F)c1 (stereo unspecified)	6	/	-22	-3	18	5	-15	-13	/	-2	-6
O=S(=O)(NCc1csc(-c2cccs2)n1)c1ccc(Cl)cc1	1	3	7	-12	-6	2	-16	-2	3	26	-8
Cc1cnc(NC(=O)C2(c3ccccc3)CC2)s1	-14	-13	2	-15	-1	-18	-22	-1	3	-15	1
Nc1nc(NCc2ccccc2)nc(Nc2cccc(F)c2)c1[N+](=O)[O-]	-5	9	-13	-18	-2	3	13	-4	11	2	-1
COCCNC(=O)c1cccc(OC2CCN(Cc3cccc(SC)c3)CC2)c1	17	8	2	6	13	-4	19	-3	-1	4	-5
O=C(/C=C/c1ccccc1)CC(=O)c1ccccc1	-29	-3	-2	-11	-21	-40	-6	-1	-10	-8	-1

2 of the compounds above, with each value named.
> COc1ccc([N+](=O)[O-])cc1NC(=O)c1ccc(N(Cc2ccccc2C)S(C)(=O)=O)cc1
- SRC1 inh: -2
- EBV LMP1 NFkB: -3
- C8 TRAIL sens: -5
- COUP-TFII inh: 6
- SRC2 inh: 5
- TROY signal inh: 13
- NR5A2 inv ag: -11
- NOD2-RIPK2 inh: -8
- TLR9-MyD88 block: -10
- SRC3 inh: 14
- Vif inh: 1

> Cc1cc(C)nc(SCC(=O)Nc2nccs2)n1
- SRC1 inh: -8
- EBV LMP1 NFkB: -5
- C8 TRAIL sens: 0
- COUP-TFII inh: -20
- SRC2 inh: -30
- TROY signal inh: 0
- NR5A2 inv ag: 0
- NOD2-RIPK2 inh: -13
- TLR9-MyD88 block: -1
- SRC3 inh: -6
- Vif inh: -2

Other records follow:
structure	SRC1 inh	EBV LMP1 NFkB	C8 TRAIL sens	COUP-TFII inh	SRC2 inh	TROY signal inh	NR5A2 inv ag	NOD2-RIPK2 inh	TLR9-MyD88 block	SRC3 inh	Vif inh
O=C(COC(=O)c1ccc(O)cc1O)N=c1sccn1Cc1ccccc1Cl	-9	1	16	13	16	21	-45	-3	0	-9	-3
COc1ccc(-c2nnc(N(C)C(=O)C3CCCO3)s2)cc1 (stereo unspecified)	-92	1	20	-20	-75	-59	-118	-6	0	-70	-2
Cc1ccccc1CNC(=O)c1cc(COc2ccc(F)cc2F)on1	-9	-3	-8	-4	25	3	4	0	-1	17	-1
CC(=O)Nc1ccc(OCC(O)CN2CCN(Cc3ccccc3)CC2)cc1 (stereo unspecified)	-5	3	-11	9	-25	12	-5	-10	2	-4	8
COc1cccc(Nc2ncnc3ccccc23)c1	-42	-10	22	-39	-30	-33	-92	-2	2	-23	-6
c1ccc(-c2csc(-n3cccn3)n2)cc1	-40	6	-1	8	-18	-13	7	3	5	4	8
Cc1cc2oc(=O)cc(CSc3nnc(-c4cccs4)o3)c2cc1C(C)C	4	5	10	-2	7	-13	-14	4	11	13	/
Cc1ccc(C)c2[nH]c(=O)c(CCNC(=O)CCc3ccccc3)cc12	13	-6	-4	-12	-14	-11	10	-11	-1	11	2
Cc1ccc2[nH]c(C)c(CC(=O)O)c2c1	-27	-2	11	6	-18	12	3	10	9	12	-2
O=C(CN1CCOCC1)N/N=C/C=C/c1ccccc1	-9	0	4	-3	-10	-14	-9	-6	-6	-14	6
CC(C)(C)N1C(=O)c2ccccc2NC(=O)C1C(=O)Nc1ccc2c(c1)OCCO2 (stereo unspecified)	/	/	-17	5	-15	/	-10	-1	/	/	/
Cc1cc(C)c(NC(=O)CN2C(=O)NC3(CCCCC3)C2=O)c(Cl)c1	-9	-15	-20	/	/	-4	13	3	1	9	-1
CCn1nnnc1SCC(=O)N1CCCc2ccccc21	-2	-7	-1	10	-33	-5	-7	4	-7	-20	/
CCC1(C)Cc2nc3[nH]c(=S)n(-c4ccccc4)c(=O)c3cc2CO1 (stereo unspecified)	-2	5	5	-9	-8	-19	-4	-10	-8	12	-11
N#CCCn1cc(C(=O)N2CCOCC2)c(-c2ccc3c(c2)OCCO3)n1	6	-7	-7	14	0	3	-3	-7	-4	13	-8
O=C1NC2(CCCCC2)NN1c1ccccc1	3	-17	-5	-3	-12	-11	-2	-7	-4	-3	14
CCOCCCNC(=O)C(NC(=O)c1cnccn1)c1ccc(OC)cc1 (stereo unspecified)	-17	-2	-14	4	14	-3	-1	-3	1	2	-2
COc1cccc(-c2nc(N3CCN(c4ccccc4)CC3)c3ccccc3n2)c1O	2	10	6	1	-29	-51	20	6	-3	0	7
COc1cc(/C=C(\C#N)c2nc3ccccc3s2)cc([N+](=O)[O-])c1O	10	-17	-6	-6	8	18	3	2	-5	-6	-4
CCOC(=O)N1CCC(NC(=O)CCc2nc(-c3ccc(C)cc3)no2)CC1	0	1	-1	/	/	4	-4	0	7	0	/
Cc1ccc(C2=NN(C(=O)CSc3nnnn3C)C(c3ccco3)C2)cc1 (stereo unspecified)	-6	5	-7	5	25	-18	-6	1	-12	6	-4
COc1cc(NS(=O)(=O)c2ccc(NC(=O)/C=C/c3cccc([N+](=O)[O-])c3)cc2)ncn1	-10	-3	7	-64	5	8	-27	-8	-10	4	15
COc1ccc(Nc2ncnc3c2cnn3Cc2ccccc2)cc1OC	3	1	-33	-10	-2	15	8	1	11	18	-4
CCc1ccc(N2C(=O)Nc3ccc(Br)cc3C2(O)C(=O)NCCN(C)C)cc1 (stereo unspecified)	7	3	13	14	21	-19	-20	4	-9	5	25
Cc1ccc(C)c(OCC(=O)NCC(C)C)c1C	8	-4	-4	5	12	13	-1	-3	-1	15	-9
Cc1nn(-c2ccccc2)c(C)c1NC(=O)c1cccs1	-9	-6	-8	3	10	4	-8	-21	-6	0	3
COc1ccc(OCC(=O)Nc2ccc(C)cc2)cc1	-1	0	9	-3	-1	-34	-20	-2	-9	-5	7
CCCN1C2CCCC1CC(NC(=S)Nc1cc(C)ccc1C)C2 (stereo unspecified)	-11	-6	-1	8	-17	-6	7	4	-7	6	-2
COc1ccc(CCn2c(S)nc3ccccc3c2=O)cc1	-13	-4	-6	-9	-40	3	-28	2	-8	-4	4
CC(C)CCNC(=O)CN(Cc1cccs1)C(=O)CCC(=O)Nc1nccs1	5	-4	2	15	18	-19	14	-4	8	8	-11
COc1ccccc1NC(=O)CS(=O)(=O)c1cn(CC(=O)N(C(C)C)C(C)C)c2ccccc12	-7	8	-15	2	27	-10	6	-3	-7	6	0
O=C(N=C1SC2CS(=O)(=O)CC2N1c1ccc(F)c(Cl)c1)C1CC1 (stereo unspecified)	-2	3	1	-10	0	-4	-4	1	-5	-10	6
O=C(/C=C/c1ccccc1)N1CCN(CC(O)COc2ccccc2)CC1 (stereo unspecified)	-13	-1	-5	-7	9	54*	3	2	0	-5	-2
Cc1cc(C)nc(NC(=O)c2ccc(Cl)c([N+](=O)[O-])c2)n1	-3	-10	-12	-12	-21	-21	8	-3	5	-1	6
C=CCOc1ccc(/C=C/C(=O)OCC(=O)N(C)CC(=O)Nc2ccc(F)cc2)cc1	-5	-10	4	-10	-2	-9	-1	4	2	13	4
Cc1ccc(CNc2ncccc2-c2nc3cc(Cl)ccc3o2)cc1	-16	-6	-11	0	0	-70	-1	-1	0	8	1
O=C1NN=C(c2ccc(Br)cc2)CC1c1ccc(Cl)cc1 (stereo unspecified)	-20	-4	4	20	0	11	-2	-7	-7	6	-29
Cc1c(C(=O)NCCCN2CCCC2=O)oc2ccc(S(=O)(=O)N3CCOCC3)cc12	-5	2	8	4	-15	9	14	-9	-3	10	-8
